Source: PubChem
PMI act satM6P – human PMI activators, high substrate, primary screen, biochemical, fluorescence intensity, near-saturating mannose 6-phosphate; AID 1216, 2008; coupled PMI enzyme assay, resazurin fluorescence, 20 min; hits give high values; 1 = untreated enzyme, 0 = substrate-free blank; Mannose-6-phosphate isomerase (Homo sapiens), P34949; activation factor at 20 µM; hit rate 0.34% among 190,000;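 active = activation factor of 2 or more at 20 µM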
Target sequence (P34949 whole entry, looked up): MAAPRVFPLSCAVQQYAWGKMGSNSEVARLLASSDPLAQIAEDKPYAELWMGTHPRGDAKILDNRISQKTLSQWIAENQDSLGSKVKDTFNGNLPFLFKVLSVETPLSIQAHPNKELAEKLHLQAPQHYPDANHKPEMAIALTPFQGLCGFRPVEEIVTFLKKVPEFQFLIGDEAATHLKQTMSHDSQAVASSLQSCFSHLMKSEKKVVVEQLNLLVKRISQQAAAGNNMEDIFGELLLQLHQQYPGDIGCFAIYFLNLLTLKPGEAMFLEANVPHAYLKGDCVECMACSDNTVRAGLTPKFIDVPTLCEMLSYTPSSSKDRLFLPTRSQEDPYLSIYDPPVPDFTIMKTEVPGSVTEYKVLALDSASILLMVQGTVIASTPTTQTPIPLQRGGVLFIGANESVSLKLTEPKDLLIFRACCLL
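Test system: human phosphomannose isomerase with PGI, G6PDH, diaphorase coupling enzymes; amount: 15 ng/mL PMI; incubation: enzyme reaction with compound 20 min at room temperature; technique: resorufin fluorescence (Ex 544/Em 590 nm) from resazurin via diaphorase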
TNAP inh hiacc – human TNAP enzyme inhibitors, primary screen, biochemical, luminescent, high phosphate acceptor level, uHTS; Alkaline phosphatase, tissue-nonspecific isozyme (Homo sapiens), P05186; inhibition, % at 20 µM; purified TNAP, CDP-star luminescence, 1 M DEA; hit rate 0.03% among 200,000;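 active = over 50% inhibition of tissue-nonspecific alkaline phosphatase at 20 µM in the single-dose screen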;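 note: plate controls were DMSO wells for no effect and EDTA-quenched wells as full inhibition for full effect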
Target sequence (P05186 whole entry, looked up): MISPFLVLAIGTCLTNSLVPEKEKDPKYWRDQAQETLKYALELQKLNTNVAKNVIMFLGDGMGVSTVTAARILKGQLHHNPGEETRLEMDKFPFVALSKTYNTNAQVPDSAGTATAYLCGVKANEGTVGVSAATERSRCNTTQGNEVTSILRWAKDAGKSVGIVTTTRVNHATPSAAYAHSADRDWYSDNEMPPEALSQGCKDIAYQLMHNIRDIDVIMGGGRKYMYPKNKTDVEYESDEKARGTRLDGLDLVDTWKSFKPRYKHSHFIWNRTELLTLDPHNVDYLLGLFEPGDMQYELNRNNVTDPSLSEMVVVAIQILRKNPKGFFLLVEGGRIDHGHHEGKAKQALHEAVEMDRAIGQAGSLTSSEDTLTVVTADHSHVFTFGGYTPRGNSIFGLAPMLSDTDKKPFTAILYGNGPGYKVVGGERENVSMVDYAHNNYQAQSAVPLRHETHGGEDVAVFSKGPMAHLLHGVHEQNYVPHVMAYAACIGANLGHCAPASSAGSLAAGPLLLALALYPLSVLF
Diaph act CS – compounds boosting diaphorase resazurin reduction – biochemical, uHTS, resorufin fluorescence, counter-screen for diaphorase-coupled primary assays, primary screen; Diaphorase/resazurin coupled assay, 16 min; hits give high values; 1 = vehicle wells, 0 = NADH-free wells; activation factor at 20 µM; hit rate 0.005% among 190,000; AID 1229, 2008;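 active = diaphorase activity raised at least twofold by the compound at 20 µM; inactive = activation factor below 2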
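Measured by – red resorufin fluorescence at 544/590 nm excitation/emission · Test system – Clostridium kluyveri diaphorase, purified enzyme · Incubation – reaction time 16 min, room temperature · Buffer or medium – 50 mM HEPES pH 7.4 with 4.542 mM MgCl2, 0.005% Tween 20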
FLuc stim CS – FLuc activators, initial screening, artefact control for FLuc-dependent activation tests, biochemical, ATPlite luminescence; Luciferin 4-monooxygenase (Photinus pyralis), P08659; ATPlite luciferase biochemical, 10 min; 0 = ATP-free wells, 1 = DMSO control; activation factor at 10 µM; 200,000 tested, under 10 active; AID 1027, 2008;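 active = luciferase activation factor, scaled between plate controls, of at least 2 with compound at 10 µM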
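Assay system: Luciferase/luciferin detection reagent, cell-free biochemical luciferase assay / Read-out: luciferase activation / Benchmarks: No-ATP low control, compound-free enzyme-plus-ATP high control / Medium: PBS buffer for ATP / Detection: luminescence measurement of luciferase light output / Schedule: 10 min at ambient temperature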
PMI act – activators of human PMI, primary screen, biochemical, fluorescence intensity, near-Km mannose 6-phosphate; Mannose-6-phosphate isomerase (Homo sapiens), P34949; purified human PMI, coupled resazurin fluorescence, 20 min; hits give high values; 1 = vehicle control, 0 substrate-free wells; activation factor at 20 µM; hit rate 0.005% among 190,000; AID 1214, 2008;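 active = activation factor of 2 or more at 20 µM, relative to plate controls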
G6PDH counter – L. mesenteroides G6PDH inhibitors, counter-screen for G6PDH-coupled screening assays, biochemical, Leuconostoc mesenteroides enzyme. Purified L. mesenteroides G6PDH, diaphorase/resazurin coupled fluorescence, 45 min. inhibition, % at 5 µM. hit rate 0.12% among 200,000. AID 1020, 2008; in the data active = inhibition above about 50%
TNAP act hiacc – TNAP activators at high phosphate acceptor level, primary screen, biochemical, luminescence, uHTS | Alkaline phosphatase, tissue-nonspecific isozyme (Homo sapiens), P05186 | purified TNAP, CDP-star luminescence, 1 M DEA, 30 min; hits give high values; 0 = EDTA background, 1 = DMSO-only activity | activation factor at 20 µM | 200,000 tested, under 10 active;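 active = activation factor at least 2 at 20 µM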
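Measured by: Luminescent substrate turnover signal | Test system: Human TNAP | Input: TNAP 1/800 final | Dosing: 20 µM single point | Schedule: 30 min, room temperature | Controls: EDTA wells as negative control, DMSO wells as positive control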
Diaph inh CS – diaphorase inhibitors and chemical oxidizers, primary screen, counter-screen for diaphorase-coupled primary assays, biochemical, uHTS, resorufin fluorescence | hit rate 0.69% among 190,000 | diaphorase resazurin-to-resorufin fluorescence, NADH, 16 min; bacterial (C. kluyveri) enzyme, not human | AID 1217, 2008 | inhibition, % at 20 µM;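 active = primary screen inhibition at 20 µM above a set limit, cut at about 50% in these data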;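 note: plate controls were DMSO with full reaction for no effect and wells lacking NADH for full effect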
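Assay system – diaphorase enzyme from Clostridium kluyveri · Amount – diaphorase 0.14 U/mL (working solution) · Times – reaction incubation of 16 min at room temperature · Controls – No-NADH positive control and DMSO neutral control · Signal – resorufin fluorescence 544/590 nm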
TNAP inh noacc – human TNAP enzyme inhibitors, primary screen, biochemical, luminescent, no phosphate acceptor, uHTS; purified TNAP, CDP-star luminescence, 30 min; inhibition, % at 20 µM; Alkaline phosphatase, tissue-nonspecific isozyme (Homo sapiens), P05186; AID 1012, 2008; hit rate 0.26% among 200,000;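 active = tissue-nonspecific alkaline phosphatase inhibition above about 50% at 20 µM in the single-dose screen, limit read from the data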;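 note: 0% = DMSO negative control and 100% = EDTA positive control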
Efa HMGR inh – inhibitors of E. faecalis class II HMGR, primary screen, biochemical, Enterococcus faecalis; inhibition, % at 10 µM; hit rate 0.41% among 190,000; purified E. faecalis HMGR, NADPH absorbance 340 nm kinetic;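 active = inhibition above a set limit, the median over all tested compounds plus 3 SD, cut at about 9.5% in these data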;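 note: enzyme runs in reverse so mevalonate oxidation gives rising NADPH absorbance; 0% = complete reaction with DMSO and 100% = background rate lacking mevalonate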
* marks the source's active call; other numbers are inactive results; x = no result given.

nr	Compound	PMI act satM6P	TNAP inh hiacc	Diaph act CS	FLuc stim CS	PMI act
1	Cc1ccc(/C=C/C(=O)N2CC(=O)Nc3ccccc32)o1	1	1	1	1	1
2	O=C(c1ccncc1)N1N=C(C2CCCCC2)CC1(O)C(F)(F)F (stereo unspecified)	1.2	-2	1	1.1	1.2
3	O=C(NCc1ccccn1)Nc1ccccc1	x	0	x	1	x
4	CCOC(=O)c1cc(CC)sc1NC(=O)Cc1ccccc1	1	-3	0.9	1.1	1
5	O=C(O)CCCNC(=O)CC1S/C(=N/N=C/c2ccccc2O)NC1=O (stereo unspecified)	1.3	-4	0.9	1	1.1
6	COc1ccccc1-c1cc(C(=O)Nc2ccccc2SC)no1	1	-4	0.9	1.1	1.1
7	Cc1ccc2nc(N(CCN(C)C)C(=O)c3cc(Cl)sc3Cl)sc2c1	1.1	-3	1	1	1.1
8	Cc1ccc(N2CC(C(=O)NCc3cccs3)CC2=O)cc1C (stereo unspecified)	1	-5	0.9	1.1	1
9	CCn1c(SCc2nc3ccccc3[nH]2)nnc1-c1ccc(OC)cc1	1	-2	0.9	1	0.9
10	CCC(C)NC(=O)c1ccc(CS(=O)(=O)Cc2ccc(Cl)cc2)o1 (stereo unspecified)	0.9	1	0.9	1	0.9
11	COC(=O)c1ccc(/C=N\NC(=O)CC(=O)NCCc2ccccc2)cc1	0.9	-6	0.9	1.1	1
12	COc1ccccc1CC(=O)Nc1ccc2c(c1)C(=O)NC2=O	1.1	-3	1	1	1.1
13	O=C(CN(CC1CCCO1)C(=O)CNS(=O)(=O)c1ccccc1)NCc1ccco1 (stereo unspecified)	0.9	-5	1	0.9	1
14	S=c1[nH]nc(-c2ccncc2)n1/N=C/C(Cl)=C\c1ccccc1	1.1	-4	0.7	1.1	1.1
15	O=C(O)C1CC(=O)N(Cc2cccnc2)C1 (stereo unspecified)	0.9	-4	0.8	1	0.8

nr	G6PDH counter	TNAP act hiacc	Diaph inh CS	TNAP inh noacc	Efa HMGR inh
1	5	1	-3	-7	3
2	6	1	1	-9	-3
3	7	1	x	-5	-1
4	5	1	8	-14	-4
5	11	1	10	-14	1
6	7	1	7	5	-14
7	-14	1	-3	-8	-1
8	-1	1.1	11	-11	-11
9	2	1	8	-13	-2
10	7	1	14	-11	2
11	6	1.1	12	-6	0
12	0	1	-3	0	-1
13	20	1.1	0	-3	1
14	7	1	35	39	-5
15	3	1	21	-13	-4

Later entries
nr	Compound	PMI act satM6P	TNAP inh hiacc	Diaph act CS	FLuc stim CS	PMI act
16	Cc1cc(C)c2c(n1)nn1c(N3CCN(Cc4ccccc4)CC3)cc(C)nc21	1	-11	0.9	1.1	1
17	CCCCN(CC)CCNC(=O)c1nn(-c2ccc(OC)cc2)c(=O)c2c1c1ccccc1n2C	1	3	1.1	1	1
18	C=CCNC(=O)C1CC(=O)N(c2ccc(C)cc2)C1 (stereo unspecified)	0.9	-2	0.8	1	0.9
19	CC(C)c1ccccc1NC(=O)Cn1c(-c2ccccc2Cl)nc2ccccc21	1	-5	0.9	1	1
20	CCOC(=O)CN1C(=O)N[C@H](c2ccc(Br)cc2)C(C(C)=O)=C1C	1.4	-2	0.9	1.1	1.3
21	CN(CCc1ccccn1)C(=O)CC1C(=O)NCCN1Cc1ccc(-c2ccccc2)cc1 (stereo unspecified)	0.8	-2	0.9	1	1
22	O=c1cc(O)c2sc3nc(-c4ccccc4)cc(C(F)(F)F)c3c2[nH]1	0.9	3	0.9	1	1
23	Nc1c(C(=O)c2ccccc2)sc(Nc2ccccc2)c1S(=O)(=O)c1ccccc1	0.9	-1	0.7	1.1	0.9
24	CC1CCCN(CCCNC(=O)c2coc3nc4ccccc4nc23)C1 (stereo unspecified)	0.9	-5	0.9	1	0.9
25	C/C(=C\C(=O)c1ccncc1)Nc1ccccc1O	0.9	6	1	1	1.1
26	COC(=O)c1ccc(OCC(=O)c2cccc(OC)c2)cc1	1	-1	1	0.9	0.9
27	CC1=CC(C)(C)N(C(=O)CSc2nnc(-c3ccc(C)cc3)o2)c2ccc(C)cc21	0.9	-1	0.9	1.1	0.9
28	Cc1ccc(NC(=O)CCNC(=O)c2ccco2)cc1	0.9	4	0.9	1	0.8
29	Cc1cccc(/C=N/NC(=O)C(C)Nc2cccc3ccccc23)n1 (stereo unspecified)	1.7	4	0.7	1.1	1.3
30	COCCNC(=O)c1cc2c(-c3ccccc3F)nn(C)c2s1	1	1	0.8	1.1	1

nr	G6PDH counter	TNAP act hiacc	Diaph inh CS	TNAP inh noacc	Efa HMGR inh
16	0	1.1	8	-24	x
17	-4	1	-9	-6	-3
18	4	1	21	-8	2
19	16	1.1	10	-36	-4
20	24	1	9	-10	-1
21	8	1	6	1	-5
22	28	1	8	-9	-3
23	3	1	28	-2	-3
24	1	1.1	5	1	-3
25	4	0.9	4	2	-2
26	-1	1	2	-3	-1
27	3	1	15	-13	-4
28	6	1	10	-2	-6
29	50*	1	28	-4	-5
30	5	1	16	-5	-1

Next part.
nr	Compound	PMI act satM6P	TNAP inh hiacc	Diaph act CS	FLuc stim CS	PMI act
31	CC1(C)CC2(CCO1)OC(=O)CC2C(=O)NCc1ccccc1 (stereo unspecified)	1	-2	0.9	1	1
32	Cc1c(C(=O)N/N=C/c2ccccc2)[nH]c2ccc(Cl)cc12	0.9	-1	0.9	1.1	1
33	CCc1cc(CNC(=O)CC2C(=O)NCCN2Cc2cccc(OC)c2)on1 (stereo unspecified)	0.9	-2	1	1	1
34	O=C(CSc1nnc(Cc2cccs2)n1CCc1ccccc1)N1CCCc2ccccc21	1.2	-8	1.1	1	1.1
35	O=C(Cn1cnc2c(oc3ccccc32)c1=O)c1ccccc1	0.9	-3	0.9	0.9	1
36	COCCn1c(=NC(=O)c2cccs2)sc2cc(NC(C)=O)ccc21	1	-2	0.9	1.1	0.9
37	O=C(Cn1c(=O)n(-c2ccc(F)cc2)c(=O)c2sccc21)c1ccccc1	1	-1	0.9	1	0.9
38	CCOc1ccc(/C=C/C(=O)Nc2ccc3[nH]c(=O)[nH]c3c2)cc1	1	0	0.9	1	0.9
39	O=C(c1ccc(Cl)c(S(=O)(=O)N2CCc3ccccc3C2)c1)N1CCN(c2ccccc2)CC1	1	0	0.9	1	0.9
40	Cc1nn(-c2cc(C(F)(F)F)ccc2Cl)c2nc(C(F)(F)F)[nH]c(=O)c12	1.1	-5	0.8	1.1	1.1
41	Cc1c(CC(=O)O)c(=O)oc2cc(OCc3nn[nH]n3)ccc12	1	-6	0.9	1.1	1

nr	G6PDH counter	TNAP act hiacc	Diaph inh CS	TNAP inh noacc	Efa HMGR inh
31	1	1	10	-12	2
32	-18	1	8	10	-3
33	-3	1	3	-8	3
34	10	1.1	-6	1	-1
35	-1	1	6	-8	3
36	1	1	8	-10	-8
37	-4	1	7	9	-2
38	-11	1	8	4	-3
39	0	1	10	-12	-7
40	13	1.1	15	-12	-2
41	0	1.1	14	-12	-6

Record cards (already shown).
`O=C(Cn1cnc2c(oc3ccccc32)c1=O)c1ccccc1` reads PMI act satM6P = 0.9; TNAP inh hiacc = -3; Diaph act CS = 0.9; FLuc stim CS = 0.9; PMI act = 1; G6PDH counter = -1; TNAP act hiacc = 1; Diaph inh CS = 6; TNAP inh noacc = -8; Efa HMGR inh = 3
`Cc1nn(-c2cc(C(F)(F)F)ccc2Cl)c2nc(C(F)(F)F)[nH]c(=O)c12` reads PMI act satM6P = 1.1; TNAP inh hiacc = -5; Diaph act CS = 0.8; FLuc stim CS = 1.1; PMI act = 1.1; G6PDH counter = 13; TNAP act hiacc = 1.1; Diaph inh CS = 15; TNAP inh noacc = -12; Efa HMGR inh = -2
`CCc1cc(CNC(=O)CC2C(=O)NCCN2Cc2cccc(OC)c2)on1` (stereo unspecified) reads PMI act satM6P = 0.9; TNAP inh hiacc = -2; Diaph act CS = 1; FLuc stim CS = 1; PMI act = 1; G6PDH counter = -3; TNAP act hiacc = 1; Diaph inh CS = 3; TNAP inh noacc = -8; Efa HMGR inh = 3
